# TRPC4 block = inhibitors of mouse TRPC4 channel, primary screen, Fluo4 calcium, HEK293 TRPC4beta/mu-opioid cells; AID 2247, 2010; DAMGO-evoked Fluo4 calcium flux; hits give low values; B-score at 10 µM; 300,000 tested, 0.39% active;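 active means B-score over 3 SD under the library average, no early fluorescence shift, positive overall ratio signal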
# Target sequence (Q9QUQ5 whole entry, looked up): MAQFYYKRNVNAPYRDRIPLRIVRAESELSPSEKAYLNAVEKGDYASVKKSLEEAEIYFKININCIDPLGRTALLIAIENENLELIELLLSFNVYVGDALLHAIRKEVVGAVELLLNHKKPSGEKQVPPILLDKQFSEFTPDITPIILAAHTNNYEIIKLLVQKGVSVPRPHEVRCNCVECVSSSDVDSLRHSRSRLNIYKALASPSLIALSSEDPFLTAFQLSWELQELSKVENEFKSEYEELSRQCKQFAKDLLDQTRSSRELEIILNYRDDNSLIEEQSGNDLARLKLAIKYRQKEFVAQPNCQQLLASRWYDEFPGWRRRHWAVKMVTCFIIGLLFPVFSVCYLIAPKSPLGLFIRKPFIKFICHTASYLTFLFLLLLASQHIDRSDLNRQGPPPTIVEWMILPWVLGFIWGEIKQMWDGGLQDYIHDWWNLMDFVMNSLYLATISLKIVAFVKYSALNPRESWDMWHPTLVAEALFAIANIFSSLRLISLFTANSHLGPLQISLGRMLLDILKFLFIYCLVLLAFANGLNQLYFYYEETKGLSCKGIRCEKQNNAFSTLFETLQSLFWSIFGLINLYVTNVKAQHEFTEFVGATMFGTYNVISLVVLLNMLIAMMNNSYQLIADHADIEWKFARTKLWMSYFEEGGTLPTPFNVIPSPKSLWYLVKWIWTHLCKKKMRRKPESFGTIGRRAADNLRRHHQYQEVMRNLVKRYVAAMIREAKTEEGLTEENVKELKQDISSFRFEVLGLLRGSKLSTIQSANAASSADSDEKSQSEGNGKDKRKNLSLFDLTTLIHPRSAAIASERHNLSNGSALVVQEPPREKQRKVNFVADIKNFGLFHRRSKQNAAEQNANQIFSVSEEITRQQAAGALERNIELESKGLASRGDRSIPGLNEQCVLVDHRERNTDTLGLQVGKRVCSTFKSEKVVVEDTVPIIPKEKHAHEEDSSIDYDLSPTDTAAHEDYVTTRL
#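 Signal: kinetic Fluo4 fluorescence imaging of calcium influx. Material: stable TRPC4beta/mu-opioid receptor HEK293 cells. Probe or stimulus: DAMGO in two steps, submaximal then maximal.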
# TRPC6 inhibitor = mouse TRPC6 channel inhibitors, primary screen, cell-based, HEK293, membrane potential dye. B-score at 10 µM. Short transient receptor potential channel 6 (Mus musculus), Q61143. ACh-evoked depolarization; hits give low values. 310,000 tested, 1.1% active;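 active means B-score under library mean minus 3 SD, initial fluorescence not abnormally high, positive integrated signal ratio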;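 further: B-score derived from integrated fluorescence ratio over the kinetic read; more negative B-score means stronger inhibition of depolarization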
# ANO1 block = TMEM16A chloride channel inhibitors, primary screen, cell-based, HTS | Anoctamin-1 (Mus musculus), Q8BHY3 | HEK293 TMEM16A/YFP iodide influx fluorescence, ionomycin | normalized B-score (activity score, 25-100; higher = stronger inhibition) at 10 µM | 310,000 tested, 1.2% active;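 active means ratio plate-corrected score three or more library SD toward inhibition, starting fluorescence score within five deviations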;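 further: score derived from kinetic fluorescence span divided by baseline fluorescence per well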
# TMEM16A act = TMEM16A chloride channel activators or potentiators, primary screen, cell-based, HTS; 340,000 tested, 0.3% active; B-score at 10 µM; HEK293 TMEM16A/YFP-H148Q/I152L, iodide quench fluorescence; hits give low values;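 active means fluorescence-ratio B-score plate-corrected deviation score at least 3 library SD below zero, with starting fluorescence score within 5 deviations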;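 further: channel opened by trigger with iodide after compound preincubation; score built on the fluorescence ratio of max minus min over baseline; more negative score means more quench and so TMEM16A activation or potentiation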
# MrgX1 antag = antagonists of human MrgX1 receptor, primary screen, HEK293 cells, Fluo-4 calcium flux; Mas-related G-protein coupled receptor member X1 (Homo sapiens), Q96LB2; BAM8-22 antagonism; hits give low values; B-score at 10 µM; 310,000 tested, 1.3% active; AID 588676, 2011;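 active means calcium-response B-score plate-corrected more than 3 library SD below zero, starting fluorescence within 5 deviations, no agonist response on first addition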;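 further: peak minus trough fluorescence over baseline after final BAM8-22 challenge near maximal dose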
# SKKanGAS inh = S. pyogenes SKKanGAS growth inhibitors in kanamycin, primary screen, streptokinase expression inhibitor project, SKKanGAS strain, BacTiter-Glo luminescence; 300,000 tested, 1.3% active; inhibition, % at 7.5 µM; 6 h;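 active means mean replicate score, as percent of positive control median, at least 50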;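 further: strain carries kanamycin resistance gene driven by streptokinase promoter and grows in 40 µg/ml kanamycin; loss of luminescence reflects streptokinase promoter inhibition or plain growth inhibition; 0% = median of DMSO wells and 100% = positive control at its reference dose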
# TRPC6 act = mouse TRPC6 channel activators, primary screen, cell-based, HEK293, membrane potential dye. B-score at 10 µM. AID 2550, 2010. Short transient receptor potential channel 6 (Mus musculus), Q61143. HEK293-TRPC6 membrane potential dye fluorescence; hits give high values. 310,000 tested, 0.13% active;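 active means B-score of the integrated fluorescence ratio above library mean plus 3 SD, and starting fluorescence ratio within library mean plus 5 SD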;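 further: higher score means more depolarization so channel activation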
# TRPC4 agonist = activators of mouse TRPC4 channel, primary screen, Fluo4 calcium, HEK293 TRPC4beta/mu-opioid cells; B-score at 10 µM; AID 2237, 2010; Short transient receptor potential channel 4 (Mus musculus), Q9QUQ5; 310,000 tested, 0.49% active; Fluo4 calcium fluorescence; hits give high values;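 active means B-score above 5 SD of library B-scores, and initial fluorescence ratio not above library mean plus 5 SD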;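 further: positive B-score marks a calcium rise read as TRPC4 activation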
#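 Incubation: 45 min room-temperature Fluo4 loading, 110 s read / System: HEK293 cells stably co-expressing mouse TRPC4beta and mu-opioid receptor / Signal: Fluo4 fluorescence, kinetic / Control set: buffer (low) and maximal DAMGO (high) / Measure: integrated baseline-normalised fluorescence ratio, converted to per-well B score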
# MrgX1 allo act = positive allosteric modulators of MrgX1, primary screen, HEK293 cells, Fluo-4 calcium flux. Mas-related G-protein coupled receptor member X1 (Homo sapiens), Q96LB2. FDSS; hits give high values. B-score at 10 µM. 310,000 tested, 0.63% active;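 active means plate-corrected calcium response at least 3 library SD above typical, normal starting fluorescence, not activating the receptor alone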;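 further: compound read alongside a low EC10 to EC30 dose of BAM8-22 agonist; peak minus trough fluorescence over baseline measured at the second addition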
# MrgX1 agonist = agonists of human MrgX1 receptor, primary screen, HEK293 cells, Fluo-4 calcium flux. Mas-related G-protein coupled receptor member X1 (Homo sapiens), Q96LB2. B-score at 10 µM. 310,000 tested, 0.44% active. AID 588627, 2011. Fluo-4 calcium fluorescence, agonist mode; hits give high values;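 active means calcium response B-score plate-corrected fluorescence ratio at least 3 library SD, with starting fluorescence B-score inside 5 SD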
#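 Material: MrgX1-expressing HEK293 cells; input: 15,000 cells per well; doses: test compound given as first of three sequential additions; schedule: overnight plating before 1 h dye loading; technique: Fluo-4 NW calcium-flux fluorescence, kinetic read; evaluation: baseline-normalised fluorescence change ratio, B-scored; control set: plate-wise positive and negative controls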
# TRPC4 potent = positive allosteric modulators of TRPC4, primary screen, cell-based, mouse TRPC4beta, HEK293 mu-opioid, Fluo-4 calcium | 310,000 tested, 0.42% active | B-score at 10 µM | AID 2227, 2009 | DAMGO EC20, Fluo-4 Ca2+ flux; hits give high values;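 active means B-score of calcium response area above 5 SD of library B-scores, with initial fluorescence ratio within 5 SD of library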;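 further: B-score of integrated fluorescence ratio over time as area under calcium response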
# The depositor's hits bear a star; i = inactive; . = no result given.
# Every second line gives: MrgX1 antag | TRPC4 potent | TMEM16A act | MrgX1 agonist | MrgX1 allo act | TRPC6 inhibitor | ANO1 block | TRPC6 act | TRPC4 block | SKKanGAS inh | TRPC4 agonist
> C=CCn1cc(C(=O)NCc2ccc(Cl)cc2)c(=O)c2cc(S(=O)(=O)N(CC)CC)ccc21
 : i | i | i | i | i | i | i | i | i | 19.8 | i
> CSc1nc(O)c(C(c2ccccc2Cl)c2c(O)nc(SC)[nH]c2=O)c(=O)[nH]1
 : i | i | i | i | i | i | i | i | i | -1.6 | i
> CCCn1c(CC)nc([N+](=O)[O-])c1Sc1ccc(C)cc1
 : i | i | i | i | i | i | i | i | i | 8.7 | i
> Cc1ccc(N2CCN(c3ccc(C)cc3)C(CC(=O)O)C2=O)cc1 (stereo unspecified)
 : i | i | i | i | i | i | i | i | i | 6.6 | i
> O=C(CN1C(=O)/C(=C\C=C\c2ccccc2)SC1=S)Nc1ccc(F)cc1
 : i | i | i | i | i | i | i | i | i | 9.7 | i
> O=c1nc2ccccc2c(NS(=O)(=O)c2ccccc2)n1-c1ccccc1
 : i | i | i | i | i | i | i | i | i | 0.0 | i
> CC1=C(C(=O)c2ccccc2)C(c2ccc(N3CCOCC3)cc2)NC(=O)N1 (stereo unspecified)
 : -8.09* | i | i | i | i | i | i | i | i | 13.4 | i
> Cc1cccc(Oc2ncnc3onc(C)c23)c1C
 : i | i | i | i | i | i | i | i | i | -3.5 | i
> CCOc1ccc(NC(=O)CN(C)CC(=O)Nc2ccccc2C#N)cc1OCC
 : i | i | i | i | i | i | i | i | i | 11.6 | i
> CCCC(=O)Nc1c(-c2ccccc2OC)c(=O)c2ccccc2n1C
 : i | i | i | i | i | i | i | i | i | -5.4 | i
> Cc1ccc(CNC(=O)c2cnccn2)cc1
 : i | i | i | i | i | i | i | i | i | -8.1 | i
> COc1ccc(C2C(C#N)=C(N)Oc3cc(O)ccc32)cc1C (stereo unspecified)
 : i | i | i | i | i | i | i | i | i | . | i
> COCCNC(=S)N(Cc1cc2cc(C)ccc2n2nnnc12)C1CCCC1
 : i | i | i | i | i | i | i | i | i | 8.1 | i
> CC(=O)NCc1ccc(C(=O)CSc2nnc(-c3ccncc3)n2Cc2ccccc2)o1
 : i | i | i | i | i | i | i | i | i | -2.7 | i
> C=CCN1C(=O)C(CC(=O)Nc2ccc(OCC)cc2)N(Cc2ccccn2)C1=S (stereo unspecified)
 : i | i | i | i | i | i | i | i | i | -1.7 | i
> O=C(CN(CCc1ccccc1)C(=O)CNS(=O)(=O)c1ccc(F)cc1)NCC1CCCO1 (stereo unspecified)
 : i | i | i | i | i | i | i | i | i | 1.4 | i
> COc1ccc(N2Cc3ccccc3C2=NC(=O)c2cncc(Br)c2)cc1
 : i | i | i | i | i | i | i | i | i | 5.9 | i
> C/C(=C/CCC(C)[C@H]1CC[C@@]2(C)C3=C(CC[C@]12C)[C@@]1(C)CCC(=O)C(C)(C)[C@@H]1CC3)C(=O)O (stereo partly specified)
 : i | i | i | i | i | i | i | i | i | 104.6* | i
> O=C(Cn1nc2sc3ccccc3n2c(=O)c1=O)c1cccs1
 : i | i | i | i | i | i | i | i | i | -4.3 | i
> CCc1cc2cc(C)cc(C)c2nc1SCC(=O)N1CCCC1
 : i | . | i | i | i | . | i | . | . | . | .
> O=C(Nc1cccc([N+](=O)[O-])c1)C1C2CCCCC21 (stereo unspecified)
 : i | i | i | i | i | i | i | i | i | 3.2 | i
> Cc1ccccc1CS(=O)(=O)CC(O)CN1CCCC1=O (stereo unspecified)
 : i | i | i | i | i | i | i | i | i | -1.9 | i
> O=C(CN(Cc1ccccc1Cl)C(=O)c1csnn1)NCc1ccc2c(c1)OCO2
 : i | i | i | i | i | i | i | i | i | 9.6 | i
> CC(Oc1ccc2c(-c3ccccc3)cc(=O)oc2c1)C(=O)NCCN1CCOCC1 (stereo unspecified)
 : i | i | i | i | i | i | i | i | i | 0.9 | i
> CCCNC(=O)N1CCN(S(C)(=O)=O)CC1
 : i | i | i | i | i | i | i | i | i | 7.2 | i
> CC(C)CN(CC(C)C)C1=N/C(=C\c2ccco2)C(=O)N1c1ccccc1
 : i | i | i | i | i | i | i | i | i | 30.1 | i
> Cc1ccnc(NC(=O)CCC(=O)N(CC(=O)NCCc2ccccc2)c2ccccc2F)c1
 : i | i | i | i | i | i | i | i | i | -1.5 | i
> Cc1noc(NS(=O)(=O)c2ccc(NC(=O)c3oc4ccc(Cl)cc4c3C)cc2)c1C
 : i | i | i | i | i | i | i | i | i | 63.5* | i
> COc1ccc(C)cc1NC(=O)CN(C)S(=O)(=O)c1cccs1
 : i | i | i | i | i | i | i | i | i | -13.5 | i
> COc1ccc(N2C(=O)C(C)(C)C2c2c(O)ccc3ccccc23)cc1 (stereo unspecified)
 : i | i | i | i | i | i | i | i | i | 16.4 | i
> Cc1ccc(NC(=O)NC(=O)c2ccccc2)cc1F
 : i | i | i | i | i | i | i | i | i | 0.9 | i
> CN(C(=O)c1ccccc1Cl)C1CCCCC1
 : i | i | i | i | i | i | i | i | i | . | i
> Cc1[nH]c2ccccc2c(=O)c1SC(F)(F)C(F)C(F)(F)F (stereo unspecified)
 : i | i | i | i | i | i | i | i | i | -1.8 | i
> O=C(NC(=S)NCC1CCCO1)c1ccc([N+](=O)[O-])cc1 (stereo unspecified)
 : i | i | i | i | i | i | i | i | i | 0.6 | i
> COc1ccc(NC(=O)CSc2nnc(C3CCCCC3)n2N)cc1
 : i | i | i | i | i | i | i | i | i | 0.2 | i
> COc1cc(/C=N\Nc2nc3ccccc3o2)cc(OC)c1OC
 : -6.61* | i | i | i | i | i | i | i | i | 11.9 | i
> CC(OC(=O)CCC(=O)c1cccs1)C(=O)Nc1ccc(Cl)cn1 (stereo unspecified)
 : i | i | i | i | i | i | i | i | i | -10.7 | i
> CCn1cc(C2=NOC(C(=O)Nc3cccc(C(C)=O)c3)C2)c(C)n1 (stereo unspecified)
 : -4.82* | i | i | i | i | i | i | i | i | -4.2 | i
> CC(C)(C)c1cc[n+](CC(=O)Nc2cc(C(F)(F)F)ccc2N2CCOCC2)cc1
 : i | i | i | i | i | i | i | i | i | 6.6 | i
> O=C(NCc1ccccc1)c1cc[n+]([O-])cc1
 : i | i | i | i | i | i | i | i | i | -2.5 | i
> Cc1ccc(C(=O)Nc2c(C)cc(-c3ccc(Cl)cc3)oc2=O)cc1
 : i | i | i | i | i | i | i | i | i | 14.4 | i
> Cn1ncc(C#N)c1/N=C/N1CCCCC1
 : i | i | i | i | i | i | i | i | i | 6.8 | i
> CCc1cc(=O)oc2c3c(cc(OCC(=O)N[C@H](C(=O)O)[C@H](C)CC)c12)OC(C)(C)CC3
 : i | i | i | i | i | i | i | i | i | 14.3 | i
> CCOC(=O)CCNC(=O)N1CCCC(Cc2ccccc2)(C(=O)OCC)C1 (stereo unspecified)
 : i | i | i | i | i | i | i | i | i | 0.9 | i
> O=S(=O)(c1cc(Br)c(Cl)s1)N1CCCC1
 : i | i | i | i | i | i | i | i | i | -2.6 | i
> Nc1c(S(=O)(=O)c2cccs2)c2nc3ccccc3nc2n1/N=C/c1cccc(O)c1
 : i | i | i | i | i | i | i | i | i | 72.3* | i
> Cc1noc(C)c1C(=O)OCC(=O)NC(=O)NC12CC3CC(CC(C3)C1)C2
 : i | i | i | i | i | i | i | i | i | -1.0 | i
> Cc1nc(N)c2c(Cc3cccc4ccccc34)nn(C(C)(C)C)c2n1
 : i | i | i | i | i | i | i | i | i | 19.5 | i
> COCCSc1nnc(NC(=O)c2ccc(NC(=O)C(C)C)cc2)s1
 : i | i | i | i | i | i | i | i | i | 15.1 | i
> CC1CC(=O)N(CC(=O)Nc2ccc(F)cc2F)c2ccccc2S1(=O)=O (stereo unspecified)
 : i | i | i | i | i | i | i | i | i | -0.1 | i
> Cn1c(=O)oc2cc(S(=O)(=O)N3CCC(C(=O)NCC4COc5ccccc5O4)CC3)ccc21 (stereo unspecified)
 : i | . | i | i | i | . | i | . | . | . | .
> Cc1cc(N2CCN(C(=O)Nc3ccc(F)cc3F)CC2)c2ccccc2n1
 : i | i | i | i | i | i | i | i | i | 1.4 | i
> CC1(C(=O)O)C=CCN1C(=O)c1ccccc1 (stereo unspecified)
 : i | i | i | i | i | i | i | i | i | 9.8 | i
> COc1ccc(F)c(CN2CCCC(CNS(=O)(=O)c3cccc4cccnc34)C2)c1 (stereo unspecified)
 : i | i | i | i | i | i | i | i | i | -5.0 | i
> O=C(Cn1cnc2c(oc3nc4c(cc32)CCCC4)c1=O)Nc1ccccc1
 : i | i | i | i | i | i | i | i | i | 10.0 | i
> C/C(=N\NC(=O)c1cc(C)nc2ccccc12)c1ccc([N+](=O)[O-])cc1
 : i | i | i | i | i | i | i | i | i | -0.7 | i
> COc1cc(OC)c(C(=O)NCc2ccc3c(c2)OCO3)cc1OC
 : i | i | i | i | i | i | i | i | i | -3.7 | i
> CCOC(=O)CNC(=O)CSc1nc2ncc(Br)cc2[nH]1
 : i | i | i | i | i | i | i | i | i | 9.5 | i
> O=C(CN1Cc2ccccc2C1=O)Nc1ccc2c(c1)OCCO2
 : i | i | i | i | i | i | i | i | i | -0.9 | i
> CCOC(=O)C1(Cc2ccc(OC)cc2)CCN(C(=O)CN2CCN(CC)CC2)CC1
 : i | i | i | i | i | i | i | i | i | 4.4 | i
> Cc1cc(C)n(C2CC(=O)N(c3ccccc3)C2=O)n1 (stereo unspecified)
 : i | i | i | i | i | i | i | i | i | -7.8 | i
> O=C(N/N=C/c1ccc(Sc2nc3ccccc3[nH]2)o1)c1ccncc1
 : i | i | i | i | i | i | i | i | i | -6.7 | i
